Source: PubChem BioAssay (National Center for Advancing Translational Sciences (NCATS))
FLuc modulator = counter-screen for miR-21 project: firefly luciferase inhibitors or activators; 6.9% of 360,000 active; P08659; AID 588342; Potency, µM (titrated, usually from 57.5 µM), for inactives: top-dose activity change, negative = inhibition, most hits filed as inhibitors; purified FLuc, Km substrates, luminescence inhibition; active = well fitted inhibition curve with a large enough effect; inconclusive = small, poorly fitted or top-dose-only effect;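 also: plate controls were vehicle for no effect and reference inhibitor for full effect; nearly all actives have a fitted effect of over 55% in size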
Target sequence (P08659 whole entry, looked up): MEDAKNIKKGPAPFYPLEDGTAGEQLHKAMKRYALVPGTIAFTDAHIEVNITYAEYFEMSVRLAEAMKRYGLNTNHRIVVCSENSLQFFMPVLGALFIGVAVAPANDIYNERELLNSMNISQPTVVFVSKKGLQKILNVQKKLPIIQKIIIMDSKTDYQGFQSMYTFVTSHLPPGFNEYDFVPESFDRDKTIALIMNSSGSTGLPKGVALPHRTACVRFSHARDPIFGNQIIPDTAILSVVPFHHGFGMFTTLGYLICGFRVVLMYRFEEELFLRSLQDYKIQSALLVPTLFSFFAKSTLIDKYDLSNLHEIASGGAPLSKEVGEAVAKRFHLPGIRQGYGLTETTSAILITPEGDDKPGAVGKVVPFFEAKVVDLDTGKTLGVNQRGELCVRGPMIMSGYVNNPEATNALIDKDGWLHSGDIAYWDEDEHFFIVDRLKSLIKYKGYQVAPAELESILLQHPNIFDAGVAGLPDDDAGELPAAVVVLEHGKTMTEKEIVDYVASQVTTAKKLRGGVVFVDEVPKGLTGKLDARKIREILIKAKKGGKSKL
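Biochemical qHTS of compounds, final roughly 60 µM downward over six points, against 10 nM purified firefly luciferase using Km concentrations of substrates (10 uM D-luciferin, 10 uM ATP) in Tris acetate pH 7.5 buffer; luminescence output.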
* = called active by the depositor; ? = inconclusive. Potency is read from the fitted curve at half-maximal effect.

Cc1ccccc1NC(=O)c1cccc2c(=O)c3c([nH]c12)CCCC3
  FLuc modulator = ?
CCc1cccc(C)c1Nc1c(-c2ccc(F)cc2)nc2sccn12
  FLuc modulator = -2%
COc1ccc(CCNC(=O)c2ccc3nc(Cc4ccccc4)oc3c2)cc1OC
  FLuc modulator = -18%
COc1ccc(S(=O)(=O)Nc2cccc(-c3ccc(N4CCOCC4)nn3)c2)cc1F
  FLuc modulator = 6.7µM*
CC(=O)c1ccc(NC(=O)CCc2c(C)nc3c(c(C)nn3-c3ccc(C)cc3)c2C)cc1
  FLuc modulator = -19%
O=C(NCCc1ccccc1)c1ccc(CSc2nc3ccncc3n2Cc2ccccc2)cc1
  FLuc modulator = -12%
Cc1ccc(NC(=O)C2CCCN(c3ncnc4c3nc3n4CCCCC3)C2)cc1F (configuration not stated)
  FLuc modulator = -5%
CCOC(=O)c1cc(-c2ccccc2)n(CC(=O)Nc2ccc(OC)cc2OC)c1C
  FLuc modulator = 0%
COc1ccccc1CNC(=O)Cc1c(C)c2cc3c(C)coc3c(C)c2oc1=O
  FLuc modulator = -2%
CCOc1ccc(N2CC(c3nc4ccccc4n3CCOc3ccccc3OC)CC2=O)cc1 (configuration not stated)
  FLuc modulator = -1%
O=C(CSc1nnc(-c2cccc(Cl)c2)o1)N1CCc2ccccc21
  FLuc modulator = 2%
O=C(Cn1c(=O)oc2cc(S(=O)(=O)NCc3ccccc3)ccc21)N(CCO)Cc1ccccc1
  FLuc modulator = -1%
CCCCn1c(=N)c(S(=O)(=O)c2ccccc2)cc2c(=O)n3cccc(C)c3nc21
  FLuc modulator = 3%
COc1ccc(CNC(=O)c2cc(-c3ccc(OC)cc3)on2)cc1
  FLuc modulator = 5%
CN1CCc2c(sc3c2C(=O)NC(c2ccc(C(C)(C)C)cc2)N3)C1 (configuration not stated)
  FLuc modulator = ?

COc1ccc(CN2COc3ccc4c(-c5ccc(OC)cc5)cc(=O)oc4c3C2)cc1
  FLuc modulator = 0%
Cc1oc(-c2ccccc2F)nc1CN1CCC(C(=O)NCCc2ccc(Cl)cc2)CC1
  FLuc modulator = -15%
CCOC(=O)c1cnc2c(C)cc(C)cc2c1NCCc1ccc(OC)c(OC)c1
  FLuc modulator = -17%
O=c1oc2ccc3ccccc3c2cc1-c1nnc(Nc2cccc(C(F)(F)F)c2)s1
  FLuc modulator = -3%
CCn1nc(-c2ccccc2)c(-c2ccccc2)c(C(=O)Nc2nc(C)c(C(C)=O)s2)c1=O
  FLuc modulator = ?
Cc1ccc(CNC(=O)C2CCCN(c3nc4c(C)cc(C)cc4s3)C2)cc1 (configuration not stated)
  FLuc modulator = -3%
Cc1ccc(NC(=O)CN2C(=O)COc3ccc(S(=O)(=O)N4CCCCC4)cc32)cc1Cl
  FLuc modulator = -17%
CCOC(=O)CC1c2cc(OCC)c(OCC)cc2CCN1C(=O)Nc1cccc(Cl)c1 (configuration not stated)
  FLuc modulator = 2%
Cn1c(=O)c2c(-c3ccccc3)n(-c3cccc(C#N)c3)cc2n(C)c1=O
  FLuc modulator = -7%
COc1ccccc1C(=O)N1c2ccccc2C(C)(c2ccc(Cl)cc2)CC1(C)C (configuration not stated)
  FLuc modulator = -9%
Cc1c(C(=O)OC2CCCCC2)[nH]c2c1C(=O)CC(c1ccccc1)C2 (configuration not stated)
  FLuc modulator = 1%
CCn1cc(C(=O)NCCCOC(C)C)c(=O)c2cc(S(=O)(=O)N3CCc4ccccc4C3)ccc21
  FLuc modulator = -2%
O=C(CCC1N=C2c3ccccc3N=C(SCC(=O)Nc3ccc(F)cc3)N2C1=O)NCc1cccs1 (configuration not stated)
  FLuc modulator = -8%
COc1cccc(NC(=O)c2cccc3c(=O)c4c([nH]c23)CCCC4)c1
  FLuc modulator = -7%
O=C(CSc1ccc(-c2cccs2)nn1)Nc1ccccc1C(F)(F)F
  FLuc modulator = -17%

CN(C)CCN(C(=O)c1ccco1)c1nc2c(F)cc(F)cc2s1
  FLuc modulator = -8%
Cc1cccc(NC(=O)CSc2nc(C3CCCC3)nc3c2c(=O)n(C)c(=O)n3C)c1C
  FLuc modulator = -2%
COc1cccc(Cn2ccn(-c3ccc(F)cc3)c(=O)c2=O)c1
  FLuc modulator = 5%
COc1cccc(CNC(=O)c2nnc(Cc3ccc(Cl)cc3)o2)c1
  FLuc modulator = 3%
Cc1ccc(-c2c(CN3CCN(c4cccc(C)c4)C(C)C3)csc2C)cc1 (configuration not stated)
  FLuc modulator = 0%
CCOc1ccc(Cn2c(CNS(=O)(=O)c3ccc(C(C)(C)C)cc3)nc3cccnc32)cc1
  FLuc modulator = -3%
COC(=O)c1ccc(CSc2nc3ccncc3n2Cc2ccc(F)cc2)cc1
  FLuc modulator = 0%
CCOC(=O)N1CCc2c(sc3c2c(=O)n(CCc2ccccc2)c(=O)n3Cc2cc(C)ccc2C)C1
  FLuc modulator = -1%
O=C(CSc1nc2c(cnn2-c2ccc(F)cc2)c(=O)[nH]1)Nc1ccc(Br)cc1
  FLuc modulator = -6%
CCOC(=O)C1CCN(C(=O)c2cc3ccc4cccnc4c3[nH]2)CC1
  FLuc modulator = ?
Cc1cc(C(=O)Nc2c(C)nn(Cc3ccc(F)cc3)c2C)no1
  FLuc modulator = 2%
COc1ccc(OC)c(CNC(=O)c2cnc(N(C)C)nc2)c1
  FLuc modulator = -5%
Cc1ccc(Nc2ccc3cc(S(=O)(=O)N4CCC(C)CC4)ccc3n2)c(Cl)c1
  FLuc modulator = -10%
Cc1ccc(CNC(=O)c2c[nH]c3ccc(S(=O)(=O)Nc4ccc(C(C)C)cc4)cc3c2=O)cc1
  FLuc modulator = ?
Cc1oc2ccc(O)c(CN3CCCC3)c2c1C(=O)Nc1ccc(C(C)C)cc1
  FLuc modulator = -16%

Further records follow:
SMILES	FLuc modulator
CCCn1c2ccccc2c2cnn(CC(=O)NCc3ccc(OC)cc3)c(=O)c21	2%
O=C(CSc1nc2ccccc2nc1Cc1ccccc1)NCc1ccccc1Cl	-1%
COc1ccc(C)cc1NS(=O)(=O)c1ccc2c(c1)CCCN2C(C)=O	5%
Cc1ccc(-c2nnc(Nc3cccc(Cl)c3)c3ccccc23)cc1S(=O)(=O)N1CCN(C)CC1	-11%
COc1ccc(Cn2cc(S(=O)(=O)c3ccc(C)cc3)c(=O)c3cc(F)ccc32)cc1	-4%
O=C(Cn1c(=O)n(Cc2ccco2)c(=O)c2oc3ccccc3c21)Nc1ccc(F)cc1F	5%
COc1ccccc1NC(=O)Cn1c(=O)n(Cc2nc(C)no2)c(=O)c2cc3c(cc21)OCO3	-7%
CN(Cc1ccccc1)c1ccc2cc(S(=O)(=O)N3CCCCC3)ccc2n1	-5%
COc1cc(C(=O)NCc2nnnn2-c2ccc(C)c(C)c2)cc(OC)c1OC	-3%
Cc1nn(-c2ccc(N3CCCC3)nn2)c(C)c1CCC(=O)NCc1ccc(F)cc1	5%
Cc1ccc(Cl)cc1N1CCN(C(=O)CSc2cc(=O)n(C)c3ccccc23)CC1	-10%
Cc1cccc(Cn2c(C)c(C)c3cc(C(=O)NCc4ccc(C)o4)ccc32)c1	-1%
CCC(C)NC(=O)c1cc2c(Cl)nc3ccc(C)cc3c2s1 (configuration not stated)	-8%
Cc1ccccc1NC(=O)c1sc2nc3c(cc2c1N)CCCC3	?
CC(=O)N1CCCc2cc(S(=O)(=O)N3CCC(C(=O)NCc4cccc(C)c4)CC3)ccc21	-1%
Cc1ccc(C)c(CSc2cn(CC(=O)N3CCCCCC3)c3ccccc23)c1	-9%
CCOC(=O)C(C)NC(=O)c1c2c(nc3ccccc13)C(=O)N(C1CCCCC1)C2 (configuration not stated)	-2%
Cc1ccc2nc(COc3cccc(NC(=O)c4ccccc4Cl)c3)cc(=O)n2c1	11µM*
CCCCN(C)CCCNC(=O)Cn1ncc2c3ccccc3n(Cc3ccccc3)c2c1=O	-4%
CC(=O)c1ccc(NC(=O)c2cn3c4c(ccc(Cl)c4c2=O)OC(C)C3)cc1 (configuration not stated)	1%
Cc1nn2c(=O)cc(COC(=O)c3ccccc3NC(=O)COc3ccccc3C)nc2s1	-7%
O=C(Cn1c(=O)oc2cc(S(=O)(=O)NCc3ccccc3)ccc21)Nc1ccc(F)c(Cl)c1	-19%
COc1ccc(CNC(=O)CCCN2C(=O)CCn3nc(-c4cn(C)c5ccccc45)cc32)cc1	-4%
COc1ccccc1OCC(=O)NCc1nc(-c2ccc(Cl)cc2)no1	-15%
Cc1ccc(C)c(NC(=O)c2ccc3c(O)c(S(=O)(=O)c4ccc(Cl)cc4)c(=O)[nH]c3c2)c1	?
CCC1CN(C(=O)N2CCC(C(=O)NCCOC)CC2)c2ccccc2O1 (configuration not stated)	0%
CC(C)(C)OC(=O)N1CCC(c2c(C(=O)N3CCN(c4cccc(Cl)c4)CC3)cnn2-c2cccc(Cl)c2)CC1	-3%
COc1ccc(CCN2C(=O)N(c3ccc(C)cc3)C(=O)C2CC(=O)Nc2ccc(OC)cc2)cc1 (configuration not stated)	0%
CCCN(CCC)C(=O)c1c[nH]c2ccc(S(=O)(=O)Nc3cc(C)cc(C)c3)cc2c1=O	?
CCOc1ccc2nc(N3CCC(C(=O)Nc4cc(C)ccc4C)CC3)sc2c1	-12%
CC1CCCN(CCCNC(=O)c2ccc3c(c2)N(Cc2cccc(Cl)c2)C(=O)c2ccccc2S3(=O)=O)C1 (configuration not stated)	0%
Cc1cc2nc(-c3ccc(NC(=O)c4cc5ccccc5o4)cc3)oc2cc1C	24µM*
COc1ccc2nc(N(Cc3cccnc3)C(=O)c3ccco3)sc2c1	17µM*
CCSc1ncc(Cl)c(C(=O)N2CCN(c3ccccc3OC)CC2)n1	-1%
O=S(=O)(Nc1cccc(-c2ccc(N3CCCC3)nn2)c1)c1ccccc1C(F)(F)F	17µM*
COc1ccc(CCNC(=O)C(CC(C)C)N2Cc3ccccc3C2=O)c(OC)c1OC (configuration not stated)	4%
COc1ccc(-c2cn3nc(N4CCC(C(=O)Nc5ccc(C)cc5)CC4)sc3n2)cc1	1%
CCOc1ccc(NC(=O)Cn2nc(Cc3cccnc3)c3ccccc3c2=O)cc1	-3%
CCOc1ccccc1NC(=O)c1cc(S(=O)(=O)N2CCOCC2)cn1C	-7%
Cc1ccccc1NC(=O)CSc1nc2c(c(=O)n(C)c(=O)n2C)n1Cc1ccccc1F	-1%
O=C(C1CCCCC1)N(Cc1cccnc1)c1nc2ccc(Cl)cc2s1	-17%
Cc1cn2c(=O)cc(COC(=O)c3ccc(NC(=O)C(C)Oc4ccccc4)cc3)nc2s1 (configuration not stated)	5%
CCCCCn1c(=N)n(CC(O)COc2cccc(C)c2)c2ccccc21 (configuration not stated)	5%
O=C(NCCc1csc2nc(-c3ccccc3F)nn12)c1ccco1	-7%
CCOC(=O)c1[nH]c(C)c(CCC(=O)NCc2ccccc2)c1C	-2%
COc1ccc(Nc2oc(/C=C/c3ccc(OC)c(OC)c3)nc2C#N)cc1	-7%
CC(C)NC(=O)Cn1c(=O)nc(-c2ccccc2F)c2cc(Cl)ccc21	-7%
CC(=O)N1CCCc2cc(S(=O)(=O)N(C)CC(=O)Nc3cccc(C)c3C)ccc21	-8%
CCc1ccc(NS(=O)(=O)c2ccc3[nH]cc(C(=O)NCCc4ccccc4)c(=O)c3c2)cc1	?
Cc1cc(C(=O)Nc2cccc(C(F)(F)F)c2)c2c(C)nn(-c3cccc(F)c3)c2n1	-9%

Not a retest: an excerpt of the list.
SMILES	FLuc modulator
O=C(C1CCCCC1)N(Cc1cccnc1)c1nc2ccc(Cl)cc2s1	-17%
Cc1cn2c(=O)cc(COC(=O)c3ccc(NC(=O)C(C)Oc4ccccc4)cc3)nc2s1 (configuration not stated)	5%

Following part:
SMILES	FLuc modulator
Cc1c(-c2ccc(Cl)cc2)c(=O)oc2c(CN3CCOCC3)c(O)ccc12	-20%
COc1ccc(NC(=O)c2coc(=O)c3ccccc23)cc1OC	4%
Cc1ccc(NC(=O)C(=O)NCC(c2cccnc2)N2CCOCC2)cc1 (configuration not stated)	-2%
COc1ccc(N2Cc3cccc(C(=O)Nc4cccc(F)c4)c3C2=O)cc1	-1%
CCOC(=O)C1CCN(c2nc3c(S(=O)(=O)c4ccc(CC)cc4)nnn3c3ccc(Cl)cc23)CC1	-1%
COc1ccc(-c2cc(C(F)F)n3ncc(C(=O)Nc4cc(OC)ccc4OC)c3n2)cc1	-1%
O=C(CCSCc1ccccc1Cl)N1CCN(c2ccc(F)cc2)CC1	-12%
CCOc1c(Br)cc(C2CC(=O)Nc3cc4c(cc32)OCO4)cc1OC (configuration not stated)	-7%
CCC(C(=O)Nc1ccccc1OC)n1c(C(=O)OC)cc2sc(Cl)cc21 (configuration not stated)	-8%
CC(C)NC(=O)Cn1ncn2c(cc3cc(F)ccc32)c1=O	0%
CCOC(=O)c1cnc2c(OC)cccc2c1N1CCN(c2ccccc2F)CC1	0%

Compounds above with an aryl thioether with sulfur outside any ring:
SMILES	FLuc modulator
O=C(NCCc1ccccc1)c1ccc(CSc2nc3ccncc3n2Cc2ccccc2)cc1	-12%
O=C(CSc1nnc(-c2cccc(Cl)c2)o1)N1CCc2ccccc21	2%
O=C(CSc1ccc(-c2cccs2)nn1)Nc1ccccc1C(F)(F)F	-17%
Cc1cccc(NC(=O)CSc2nc(C3CCCC3)nc3c2c(=O)n(C)c(=O)n3C)c1C	-2%
COC(=O)c1ccc(CSc2nc3ccncc3n2Cc2ccc(F)cc2)cc1	0%
O=C(CSc1nc2c(cnn2-c2ccc(F)cc2)c(=O)[nH]1)Nc1ccc(Br)cc1	-6%
O=C(CSc1nc2ccccc2nc1Cc1ccccc1)NCc1ccccc1Cl	-1%
Cc1ccc(Cl)cc1N1CCN(C(=O)CSc2cc(=O)n(C)c3ccccc23)CC1	-10%
Cc1ccc(C)c(CSc2cn(CC(=O)N3CCCCCC3)c3ccccc23)c1	-9%
CCSc1ncc(Cl)c(C(=O)N2CCN(c3ccccc3OC)CC2)n1	-1%
Cc1ccccc1NC(=O)CSc1nc2c(c(=O)n(C)c(=O)n2C)n1Cc1ccccc1F	-1%

This is a subset; the hit share may differ from the screen's.
